# Source: PubChem BioAssay (National Center for Advancing Translational Sciences (NCATS))
# PTHR1 ag – activates the human parathyroid hormone receptor PTHR1. Q03431. HEK293 GP2 PTHR1 cells, GloSensor cAMP luminescence, 1 h. Potency, µM (titrated, usually from 115 µM), for the others: at the top dose activation, usual class: activators. hit rate 0.075% among 410,000. AID 743266; further: nearly all actives have a fitted effect of over 55% in size; some results filed as inactive show a strong effect at the top dose; inactives centre near -15; many of its hits are not listed in these tables
#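 HEK-293-derived GP2 cells expressing PTHR1 and a GloSensor cAMP reporter, 3,000/well, plated overnight, given luciferin plus IBMX (each 0.5 mM as added) for 1 h at 37 °C, then compound for 1 h at 37 °C. Luminescence was read after 15 min at room temperature.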
# TDP-43 yeast inh – TDP-43 toxicity inhibition in yeast; hit rate 1.8% among 410,000; Potency, µM (series often up to 46.1 µM), without a hit: top-dose growth rescue (activation), actives largely listed as activators; TDP-43 expressing yeast growth rescue, BacTiter-Glo, 24 h; AID 652104; further: % of control where 0% means no effect; nearly all actives have a fitted effect of over 50% in size
#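 Yeast cells expressing TDP-43 under galactose induction are exposed to compounds for 24 hr at 30 deg C. BacTiter-Glo luminescence measures growth, so protective compounds score as activators.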
# EPAC1 agonist – activates human EPAC1 exchange factor | O95398 | EPAC1 agonist qHTS, biochemical assay; response scale: 100% = response to 6.5 mM cAMP | Potency, µM (series often up to 154 µM), for the others: top-dose activation, usual class: activators | hit rate 0.073% among 360,000 | AID 720707; further: nearly all actives have a fitted effect of over 60% in size
# Target sequence (O95398 whole entry, looked up): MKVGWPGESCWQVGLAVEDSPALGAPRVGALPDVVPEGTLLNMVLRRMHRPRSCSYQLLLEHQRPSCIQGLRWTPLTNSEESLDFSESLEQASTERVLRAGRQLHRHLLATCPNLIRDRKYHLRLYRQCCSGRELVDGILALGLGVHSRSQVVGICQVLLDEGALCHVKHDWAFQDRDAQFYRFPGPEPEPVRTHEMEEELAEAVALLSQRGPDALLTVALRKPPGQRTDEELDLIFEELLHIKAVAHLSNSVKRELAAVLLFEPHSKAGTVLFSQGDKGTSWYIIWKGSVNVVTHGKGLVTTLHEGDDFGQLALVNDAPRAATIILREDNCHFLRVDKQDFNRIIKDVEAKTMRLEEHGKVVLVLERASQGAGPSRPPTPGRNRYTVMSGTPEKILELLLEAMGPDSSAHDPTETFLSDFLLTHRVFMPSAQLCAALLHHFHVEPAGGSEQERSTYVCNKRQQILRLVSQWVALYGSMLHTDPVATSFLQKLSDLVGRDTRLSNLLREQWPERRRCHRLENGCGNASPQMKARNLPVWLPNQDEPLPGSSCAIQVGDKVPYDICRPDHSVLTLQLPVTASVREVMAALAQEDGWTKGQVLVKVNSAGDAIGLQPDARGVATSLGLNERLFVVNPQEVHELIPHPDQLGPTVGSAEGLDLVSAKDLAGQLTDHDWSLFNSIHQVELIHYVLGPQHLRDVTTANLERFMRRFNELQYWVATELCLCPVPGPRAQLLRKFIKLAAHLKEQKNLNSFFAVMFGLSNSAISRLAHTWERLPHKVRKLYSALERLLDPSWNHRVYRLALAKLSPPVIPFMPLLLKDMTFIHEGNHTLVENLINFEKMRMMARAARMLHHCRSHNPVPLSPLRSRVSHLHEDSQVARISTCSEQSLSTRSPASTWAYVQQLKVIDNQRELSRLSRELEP
#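 Compounds were pinned as a concentration titration into mixtures of EPAC1 (100 nM), BODIPY-GDP-loaded Rap1B (250 nM) and GDP (50 uM). After 5 min at room temperature, fluorescence was followed for 30 min; activity was scaled to 6.5 mM cAMP.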
# EPAC2 antag – EPAC2 (human) antagonism | Q8WZA2 | EPAC2 GEF exchange of Rap1B-BODIPY-GDP, fluorescence | Potency, µM (titrated, usually from 114 µM), for inactives: at the top dose activity, negative = inhibition, most hits filed as inhibitors | hit rate 0.18% among 360,000 | AID 720708; further: on the % scale 0 is the no-effect control and ±100 the full control effect; nearly all actives have a fitted effect of over 45% in size; many of its hits are not listed in these tables
# EPAC2 ag – activates human EPAC2 exchange factor; EPAC2 activation, biochemical qHTS; response scale: 100% = 6.5 mM cAMP response; Potency, µM (top dose mostly 154 µM), for the others: at the top dose activation, usual class: activators; hit rate 0.079% among 360,000; AID 720711; further: nearly all actives have a fitted effect of over 50% in size
#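 Compounds were added across a concentration range to EPAC2 (100 nM), RAP1B-BODIPY-GDP (250 nM) and GDP (50 uM). After 5 min at room temperature, fluorescence was recorded at 5-min intervals for 30 min.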
# aSyn rescue – alpha-synuclein toxicity inhibition in yeast; Potency, µM (top dose mostly 46.1 µM), inactives show at the highest dose growth rescue (activation), most hits filed as activators; hit rate 0.14% among 370,000; Yeast expressing alpha-synuclein, growth rescue, BacTiter-Glo, 24 h; AID 652106; further: % of control where 0% means no effect; nearly all actives have a fitted effect of over 65% in size
#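 Readout is rescue of growth in alpha-synuclein-expressing yeast, so inhibitors of toxicity appear as activators. Growth after 24 hr at 30 deg C in galactose medium is quantified by luminescence.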
# EPAC1 antag – EPAC1 (human) antagonism. hit rate 0.14% among 360,000. EPAC1 GEF assay, Rap1b-BODIPY-GDP exchange fluorescence. Potency, µM (top dose mostly 115 µM), without a hit: top-dose activity change, negative = inhibition, hits mostly inhibitors. O95398. AID 720709;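 further: plate controls were vehicle for no effect and positive control for full effect; nearly all actives have a fitted effect of over 50% in size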
# FUS suppressor – FUS proteinopathy suppression in yeast; Potency, µM (highest dose often 76.6 µM), for inactives: at the highest dose growth rescue (activation), hits mostly activators; hit rate 0.24% among 390,000; S. cerevisiae FUS-expressing, growth rescue, OD600, 24 h;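 further: plate controls were DMSO vehicle for no effect and reference control for full effect; nearly all actives have a fitted effect of over 55% in size; some results filed as inactive show a strong effect at the top dose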
#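 Yeast FUS proteinopathy model; galactose-induced FUS (2%), starting OD 0.005. Cpds in dilution series, 24hr, 30C, 99% humidity. Abs 600 nm growth. Pos ctrl CP55940 (top 92uM final); neg ctrl DMSO.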
# An asterisk follows results filed as active; i = inactive; ? = inconclusive; · = no result given; [ ] = another dose, or the depositor's remark. The call rests on the fitted dose curve; in most records, active means well fitted curve in the direction sought with a large enough effect; inconclusive means small, poorly fitted or top-dose-only effect, or another doubt; inactive means no such curve, though single readings can be large; an effect the other way counts as inactive or inconclusive. Potency means the concentration at half of the fitted maximal effect.
structure	PTHR1 ag	TDP-43 yeast inh	EPAC1 agonist	EPAC2 antag	EPAC2 ag	aSyn rescue	EPAC1 antag	FUS suppressor
O=C(NCC12CC3CC(CC(C3)C1)C2)c1cc2nc(-c3ccccc3)cc(C(F)(F)F)n2n1	-2%	17%	·	·	·	?	·	-15%
Cc1[nH]n(-c2ccc([N+](=O)[O-])cc2)c(=O)c1C=NCCN1CCN(C(=O)c2ccc(Br)cc2)CC1	-33%[inhibitor]	-32%[inhibitor]	8%	-3%	14%	-26%	-9%	7%
Cc1cccc(NC(=O)CCC(=O)N/N=C/c2ccco2)c1	i	13%	17%	6%	10%	1%	-3%	-40%
COc1ccc(/C(C)=N/NC(=O)c2ccc(CSc3cccc4cccnc34)cc2)cc1OC	-20%	10%	6%	3%	5%	-15%	1%	?
CCOC(=O)C1CCCN(C(=O)CS(=O)(=O)Cc2ccccc2)C1 (configuration not stated)	i	-5%	-5%	3%	5%	-2%	-2%	-6%
Oc1ccccc1Cn1nnc2ccccc21	-17%	-7%[1.82 µM]	-4%	1%	5%	11%	-4%	-5%
CN(C)C(=O)c1ccc(-c2cc(C(F)(F)F)n(C)n2)s1	i	?	5%	2%	-5%	-2%	-3%	-12%
Cc1cccc(N(Cc2ccccc2)C(=O)CSC(C)C(=O)Nc2cc(C)on2)c1 (configuration not stated)	i	?	112µM*	-7%	5%	2%	-12%	35%
CCOc1ccccc1N(CC(=O)Nc1cccnc1)S(=O)(=O)c1ccc(C)cc1	i	-4%	1%	-7%	10%	-4%	-1%	20%
O=[N+]([O-])c1cccnc1Oc1ccc(F)cc1	-12%	-4%	8%	7%	15%	9%	6%	19%
O=C(NCc1ccc(Cl)cc1)c1ccc(S(=O)(=O)N2CCCCC2)cc1	-9%	5%	5%	6%	2%	-6%	-20%	-24%
CC(C)Cn1c(-c2nn(C)cc2Cl)n[nH]c1=S	i	-4%	5%	0%	-2%[15.6 µM]	-9%	10%	-7%
COc1ccc(NC(C)=O)cc1NC(C)C(=O)Nc1ccc(S(=O)(=O)N2CCCCC2)cc1 (configuration not stated)	i	10%	9%	-8%	3%	1%	-3%	·
Cc1cc(C)c2c(c1)-c1c(ssc1=S)C(C)(C)N2C(=O)CSc1nncn1C	-44%[inhibitor][57.5 µM]	9%	4%	6%	10%	7%	-2%	42%
Cc1csc2c(N3CCN(C(=S)Nc4ccc(C(F)(F)F)cc4)CC3)ncnc12	-1%	6%	9%	-11%	7%	-3%	-27%	35%
CC1CCc2c(sc(NC(=O)C3CCCO3)c2C#N)C1 (configuration not stated)	-72%[inhibitor]	27%	1%	-4%	15%	-8%	-14%	21%
COc1ccc(CN2C3CCCC2CC(NC(=O)Nc2ccccc2C)C3)cc1 (configuration not stated)	i	11%	5%	-2%	6%	3%	9%	37%
COC(=O)c1c(C(=O)OC)c(-c2ccc(OC)cc2)n2c1CS(=O)(=O)C2	i	1%	14%	3%	6%	0%	-20%	-1%
CCOC(=O)c1c(C)c(C(=O)NCc2ccco2)c(C)n1CC	i	-9%[0.397 µM]	-5%	0%	-2%	-5%	2%	1%
CCc1nnc(N/N=C/c2c(C)[nH]c3ccccc23)n1N	-9%	13%	-3%	-1%	-3%	0%	8%	26%
C=CCn1c(SCC(=O)NC(=O)Cc2ccccc2)nc2ccccc2c1=O	i	3%	8%	-2%	2%	-12%	-19%	-18%
CCCCc1c(O)nc(SCC(=O)N2CCOCC2)n(-c2ccccc2C)c1=O	i	-9%	4%	15%	-1%	-5%	13%	13%
CC(C)CNC(=O)CN(C1CCCCC1)S(C)(=O)=O	i	-10%	-8%	-2%	5%	0%	-2%	-2%
Cc1nc2ccccc2n1Cc1ccc(Br)cc1	-28%	-4%	5%	?	1%	9%	-10%	-6%
CCCOc1ccc(C(=O)NNC(=S)NC(=O)CC)cc1	-2%[57.5 µM]	-56%[inhibitor]	0%	-1%	-3%	?	5%	14%
N#C/C=C(/N)N1CCN(c2ccc(Cl)c(Cl)c2)CC1	i	19%	2%	4%	8%	20%	-11%	12%
CCOc1ccc(OCC(=O)Nc2c3c(nn2C(C)(C)C)CS(=O)(=O)C3)cc1	-19%	22%	-7%	2%	1%	3%	-3%	·
CCN(CC)CCNC(=O)c1ccc2c(c1NCCO)C(=O)c1ccccc1C2=O	-27%	-3%	0%	-18%	4%	2%	-3%	20%
COc1cc(OC)cc(C(=O)NCC2CCCN(C(=O)c3oc(C)cc3C)C2)c1 (configuration not stated)	-38%[inhibitor]	6%	-16%	5%	0%	-1%	4%	9%
O=C(O)Cn1c(=O)c2c3c(sc2n(Cc2ccccc2F)c1=O)CCCC3	i	-3%	1%	-13%	1%	-4%	5%	39%
Cn1c2c(c(=O)n(C)c1=O)C(NC(=O)C(C)(C)C)(C(F)(F)F)C(=O)N2 (configuration not stated)	-1%[57.5 µM]	12%	0%	6%	2%	0%	1%	-27%
S=C(NCCc1ccccc1)N/N=C/c1ccc(Cl)cc1	i	1%	7%	0%	18%	3%	-21%	18%
O=C(CCc1ccccc1)Nc1ccc(N2CCOCC2)c(Cl)c1	-9%[57.5 µM]	0%	3%	7%	7%	-4%	2%	6%
CC(C)C[C@@H]1CN=C(N)N1C[C@@H]1CCCN1C[C@H](C)N1C[C@@H](Cc2ccccc2)N(CCCC2CCCC2)C1=N	-21%	3%	-18%	22%	4%	-5%	2%	-13%
O=C(Cc1ccccc1)Nc1nc(-c2ccc(F)c(F)c2)cs1	-28%	11%	1%	1%	3%	-8%	-4%	9%
NC1=NC2(CCC(c3ccccc3)CC2)n2c(nc3ccccc32)N1 (configuration not stated)	i	-14%	-7%	13%[57.1 µM]	-19%	-9%	8%	7%
CCOC(=O)c1c(C)nn(-c2ncccc2NC(=O)NC(C)C)c1C	-13%	-2%	-2%	6%	3%	2%	5%	-11%
CCOC(=O)CNC(=S)n1ncnc1N	-1%	-8%	3%	0%	-1%	-3%	5%	6%
CCn1c(CC(=O)Nc2ccc(Cl)cc2)nnc1SCC(=O)N1CCOCC1	-2%	-1%	9%	2%	0%	0%	-1%	-3%
Cc1ccc(S(=O)(=O)NCC2CCC(C(=O)NCCCN3CCOCC3)CC2)cc1 (configuration not stated)	i	6%	12%	0%	1%	0%	7%	-8%
CSCCC(NC(=O)c1ccccc1Br)C(=O)NCC(c1ccco1)N1CCCCC1 (configuration not stated)	i	23%	5%	-2%	12%	-5%	-1%	0%
COc1ccc(Br)cc1CN(C)C(=O)c1cnc(C)cn1	i	11%	13%	-13%	5%	5%	13%	19%
COC(=O)c1cc(C(=O)OC)[nH]n1	-23%	13%	-5%	-4%	13%	-5%	-17%	-16%
O=S(=O)(c1ccc(F)cc1)N1CCC(c2nc3ccccc3[nH]2)CC1	-5%	-13%	-5%	4%	-8%	0%	-6%	19%
CC(=O)c1cccc(NC2c3ccccc3C(=O)N2Cc2ccc3c(c2)OCO3)c1 (configuration not stated)	-17%	16%	0%	2%	14%	1%	?	-3%

# Laid out differently: results already given
# Each structure is followed by: PTHR1 ag	TDP-43 yeast inh	EPAC1 agonist	EPAC2 antag	EPAC2 ag	aSyn rescue	EPAC1 antag	FUS suppressor
O=S(=O)(c1ccc(F)cc1)N1CCC(c2nc3ccccc3[nH]2)CC1
→ -5%	-13%	-5%	4%	-8%	0%	-6%	19%
CC(=O)c1cccc(NC2c3ccccc3C(=O)N2Cc2ccc3c(c2)OCO3)c1 (configuration not stated)
→ -17%	16%	0%	2%	14%	1%	?	-3%

# Other entries.
structure	PTHR1 ag	TDP-43 yeast inh	EPAC1 agonist	EPAC2 antag	EPAC2 ag	aSyn rescue	EPAC1 antag	FUS suppressor
COc1ccc(P(=O)(COc2ccc([N+](=O)[O-])cc2)c2ccc(OC)cc2)cc1	i	13%	9%	-2%	-6%	2%	-8%	·
O=C(NNC(=O)c1ccncc1)c1ccncc1	i	-6%	8%	-1%	-3%	-2%	2%	16%
CCc1ccc(OCCn2ccnc2)cc1	i	-1%	1%	9%	6%	0%	-24%	-11%
Cn1c(=O)[nH]c(=O)c2c1nc(SCCO)n2CC(O)COc1ccccc1 (configuration not stated)	-13%	0%	-9%	12%	14%	-7%	15%	-2%
Nc1nnc(CC(=O)N/N=C/c2cccc(OCCOc3ccccc3)c2)s1	-18%[57.5 µM]	20%	-9%	5%	-7%	5%	-3%	4%
COC1OCC(O)C(OC(=O)c2ccccc2)C1OC(=O)c1ccccc1 (configuration not stated)	i	2%	-8%	-2%	3%	13%	-21%	7%
CC1OC(C)(C)OC1C1CNc2nc(NC(=O)C(C)(C)C)[nH]c(=O)c2N1C(=O)c1cccnc1 (configuration not stated)	i	3%	-2%	3%	-1%	-2%	-5%	9%
CCOC1(C(F)(F)F)NC(=O)N(Cc2ccc(OC)cc2)C1=O (configuration not stated)	i	18%	1%	1%	-1%	2%	-3%	5%
CC(C)CC(c1nnnn1Cc1ccccc1)N1CCC(C(N)=O)CC1 (configuration not stated)	i	7%	3%	0%	1%	-5%	13%	13%
CCOc1cc(NC(=S)NCCCN2CCOCC2)c(OCC)cc1NC(=O)C1CCCCC1	-27%	17%	8%	-6%	8%	-4%	3%	-22%
COc1ccc(N(Cc2cc3cc(C)ccc3[nH]c2=O)C(C)=O)cc1	-21%	7%	3%	6%	6%	4%	-5%	12%
Cc1nc(C)c(C(=O)Nc2ccccc2-c2ccccc2)o1	i	-4%	-6%	17%	0%	-3%	1%	31%
O=C(Nn1c(O)c(C=C2N=c3ccccc3=N2)sc1=S)c1ccc(Cl)cc1	i	-2%	1%	5%	-8%	-9%	1%	19%
O=C(Cn1ncc2c(=O)oc3ccccc3c21)NCCN1CCN(c2ccccc2F)CC1	-24%	3%	3%	-13%	2%	1%	-29%	-3%
O=C(CSc1c[nH]c2ccccc12)N1CCOCC1	i	-7%	5%	-5%	12%	2%	1%	-1%
CCOc1ncccc1C(=O)OCC(=O)Nc1ccc(-c2nc3ccc(C)cc3s2)cc1	-17%	-17%	-4%	4%	2%	-1%	4%	42%
COc1cc(CN2CCC(Cc3ccccc3)CC2)cc([N+](=O)[O-])c1O	i	-7%	3%	14%	3%	-5%	-12%	-14%
Cc1ccc(S(=O)(=O)NNC(=O)c2ccc(NC(=O)C3CC3)cc2)cc1	-2%	15%	16%	-7%	8%	-3%	21%	4%
Cn1cc(SCC(=O)Nc2ccc3c(c2)OCCO3)c2ccccc21	-24%	?	-11%	-6%	7%	13%	9%	-2%

# The list is partial; rates above refer to the full screens.
